High-throughput results: PubChem BioAssay, Fisher Drug Discovery Resource Center
mcGAS RapidFire = inhibitors of Mus musculus cyclic GMP-AMP synthase, initial high-throughput assay, cell-free, RapidFire MS | actives 0.18% (n = 130,000) | recombinant mouse cGAS, cGAMP by RapidFire MS | Q8C6L5 | inhibition, % at 12.5 µM;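 active means inhibition of cGAS enzyme activity at or above 60%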;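 further: enzyme stimulated by 45 bp dsDNA with ATP and GTP substrates; cGAMP share of summed cGAMP plus half ATP and half GTP signals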
Target sequence (Q8C6L5 whole entry, looked up): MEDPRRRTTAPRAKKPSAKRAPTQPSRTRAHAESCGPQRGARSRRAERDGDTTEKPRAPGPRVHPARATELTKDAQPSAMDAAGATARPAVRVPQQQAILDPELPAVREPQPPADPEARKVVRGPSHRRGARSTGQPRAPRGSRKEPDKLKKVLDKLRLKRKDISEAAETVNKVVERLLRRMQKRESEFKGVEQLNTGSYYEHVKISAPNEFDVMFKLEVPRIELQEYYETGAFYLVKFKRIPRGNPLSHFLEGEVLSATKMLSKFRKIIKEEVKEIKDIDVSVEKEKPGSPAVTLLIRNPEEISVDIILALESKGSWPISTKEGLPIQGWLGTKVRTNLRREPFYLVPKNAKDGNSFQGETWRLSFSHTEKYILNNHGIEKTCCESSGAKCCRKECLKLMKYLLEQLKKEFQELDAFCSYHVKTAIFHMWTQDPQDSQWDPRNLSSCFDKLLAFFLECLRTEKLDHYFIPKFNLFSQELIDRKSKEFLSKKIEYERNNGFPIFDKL
Numbers without * were called inactive; & = joins results of further samples.

item	compound	mcGAS RapidFire
1	CC(Cn1cncn1)NC(=O)c1coc(CN2CCN(C/C=C/c3ccccc3)CC2)n1 (configuration not stated)	4
2	O=C(OCC(F)(F)C(F)(F)C(F)(F)C(F)F)C(F)(F)F	0
3	CCCCc1ncc(CN2CCc3[nH]cnc3C2c2cnn(C)c2)[nH]1 (configuration not stated)	-2
4	CCSc1nnc(NC(=O)/C=C/c2cccc(I)c2)s1	-4
5	c1ccc(-c2nc(SCc3ncc(-c4ccccc4)o3)n[nH]2)cc1	-16
6	O=C(CNCc1ccc2c(c1)OCO2)Nc1cnccn1	-24
7	COCCNc1nc2c(c(=O)[nH]c(=O)n2C)n1Cc1ccccc1Cl	-4
8	COC(=O)Cn1cnc2c(nnn2-c2ccc(OC)cc2)c1=O	4
9	COc1ccc(Nc2cnn(-c3ccccc3)c(=O)c2Cl)cc1	-6
10	CCN1C(=O)C(=Cc2ccc(OC)c(O)c2)SC1=S	-6
11	COc1ccccc1C(=O)N/N=c1\oc2ccccc2cc1-c1nc2ccccc2[nH]1	13
12	Cc1nccn1-c1ccc(CNC(=O)N2CCCC(C)C2)cc1F (configuration not stated)	-9
13	c1ccc(SCc2cn3cccnc3n2)nc1	-12
14	N#Cc1c(-c2cccnc2)cc(-c2ccc(F)cc2)nc1N	9
15	O=C(Cc1ccsc1)NC1CC(=O)N(Cc2ccccc2C(F)(F)F)C1 (configuration not stated)	-2
16	NC(=O)C(c1ccccc1)(c1ccccc1)[C@@H]1CCN(CCc2ccc3c(c2)CCO3)C1	10
17	COc1cc(/C=N\Nc2ncnc3nc[nH]c23)cc(Br)c1O	3
18	N#Cc1ccc(-n2ncc3c2CCN(C(=O)C2CCOC2)C3)cc1 (configuration not stated)	-2
19	O=C(CCc1nnc(-c2ccc(OCc3ccccc3Cl)cc2)[nH]c1=O)NCc1ccccn1	-7
20	NC(=O)C1CCCN(c2ccc(CNC(=O)CC3CCCO3)cc2)C1 (configuration not stated)	12
21	Cc1ccc(C(=O)CCC(=O)O)s1	-1
22	NC(=O)CSc1ccccc1NC(=O)C1=Cc2cc(Cl)ccc2OC1	-1
23	Cc1ccccc1C(OC(=O)c1ccc(S(=O)(=O)N(C)C)cc1)C(F)(F)F (configuration not stated)	-10
24	CCc1noc(CN(C)S(=O)(=O)c2c(C)nn(C(C)C)c2C)n1	-6
25	COc1ccccc1N1CCC(NC(=O)c2c(F)cccc2Cl)C1 (configuration not stated)	-9
26	CCOC(=O)c1sc(=S)n(C)c1N	-9
27	CCOC(=O)c1c(NC(=O)c2ccc(Cl)c([N+](=O)[O-])c2)sc(C(=O)Nc2ccccc2F)c1C	-10
28	CCOC(=O)c1csc(N(C(=O)c2cc(C)oc2C)C2CC2)n1	-10
29	CC(NC(=O)C1CSCN1C(=O)C(C)(C)C)c1cccs1 (configuration not stated)	-3
30	CCC(=O)Nc1ccc(SCc2cc(C)ccc2C)nn1	-3
31	Cc1cccc(C2CC(=O)Nc3c2c(C)nn3-c2ccc3nnc(C)n3n2)c1 (configuration not stated)	-1
32	CCc1ccc([C@H]2N[C@@](CC(C)C)(C(=O)OC)[C@H]3C(=O)N(C)C(=O)[C@@H]23)nc1	1
33	Cc1c(C(=O)NCc2ccc([N+](=O)[O-])cc2)sc(=O)n1Cc1ccc(S(=O)(=O)N(C)C)cc1	-9
34	CCNS(=O)(=O)c1cccc(C(=O)N2CCCc3c(NS(C)(=O)=O)cccc32)c1	3
35	Cn1cccc1C=NN1CCN(c2ccccc2)CC1	-6
36	CCC1=NOC(CNCC(=O)N2CCCc3cc(C)ccc32)C1 (configuration not stated)	9
37	CC(C)NC(=O)C1CCN(C2CCN(C(=O)CCC(=O)c3ccc(F)cc3)CC2)CC1	-12&-2
38	CCOC(=O)N1CCC(N2CCCC(C(=O)c3ccc(Cl)cc3C)C2)CC1 (configuration not stated)	0
39	CCC(C)NC(=O)C(C)NC(=O)Nc1ccc(OC(C)C)cc1F (configuration not stated)	-6
40	CC(C)c1ccc(NC(=O)c2ccc(S(C)(=O)=O)o2)c(C(C)C)c1	-12

Gathered by group, the compounds so far with an NH in an aromatic ring (6)
item	compound	mcGAS RapidFire
3	CCCCc1ncc(CN2CCc3[nH]cnc3C2c2cnn(C)c2)[nH]1 (configuration not stated)	-2
5	c1ccc(-c2nc(SCc3ncc(-c4ccccc4)o3)n[nH]2)cc1	-16
7	COCCNc1nc2c(c(=O)[nH]c(=O)n2C)n1Cc1ccccc1Cl	-4
11	COc1ccccc1C(=O)N/N=c1\oc2ccccc2cc1-c1nc2ccccc2[nH]1	13
17	COc1cc(/C=N\Nc2ncnc3nc[nH]c23)cc(Br)c1O	3
19	O=C(CCc1nnc(-c2ccc(OCc3ccccc3Cl)cc2)[nH]c1=O)NCc1ccccn1	-7

Next part.
item	compound	mcGAS RapidFire
41	Brc1ccc(NC2=NCCCCCC2)cc1	-7
42	COc1cc(NC(=O)CN(C)c2ccc(F)cc2)cc(OC)c1	-2
43	CC(C)c1nnsc1CNC(=O)C(C)(C)NC(=O)c1cccs1	-20
44	O=C(Nc1ccc2c(c1)CCC2)C1CCN(C(=O)c2ccco2)CC1	-10
45	O=C(NCCn1nc(-c2cccnc2)ccc1=O)NC1CCCCC1	-4
46	CNc1cncc(-c2ccc(OC)c(OC)c2)n1	0
47	CN(Cc1ccc2nonc2c1)c1nccc(CCC(F)(F)F)n1	5
48	C/C(=C\c1ccccc1)CN1CCC(n2nccc2NC(=O)Nc2ccccc2Cl)CC1	3
49	Cc1ccc(S(=O)(=O)N2CCSC2)cc1C	-12
50	Cc1ccc(C(=O)N=c2sccn2Cc2ccc(C(=O)NC(C)c3ccccc3)cc2)cc1 (configuration not stated)	-9
51	N#CC(=Cc1ccco1)c1ccccn1	-1
52	Cc1nnc(SCC(=O)N2CCCC(Nc3ccc(C(C)C)cc3)C2)s1 (configuration not stated)	-7&2
53	O=c1c2ccccc2nnn1CSc1cccc[n+]1[O-]	-7
54	Cc1cc(CNC(=O)CC2C(=O)NCCN2CCC(C)C)nn1C (configuration not stated)	0
55	O=C(CCBr)N1CCN(C(=O)CCBr)CC1	-7
56	c1ccn2c(Sc3nc(CN4CCOCC4)nc4sc5c(c34)CCC5)nnc2c1	-12
57	CNC(=O)[C@@H]1C[C@H](n2cc(CN(C)C(=O)c3ccc4ccccc4c3)nn2)CN1	0
58	CCOC(=O)N1CCN(C(=O)Cc2nnc(-c3cccc(Br)c3)o2)CC1	-9
59	CN(C)S(=O)(=O)c1ccc2oc(SCCOc3ccc(Cl)cc3Cl)nc2c1	-1
60	O=C1COCc2cc(-c3cccc(O)c3)ccc2N1CC1CC1	-9
61	O=c1[nH]c2cc3c(cc2nc1N1CCOCC1)OCCO3	-2
62	O=C(NS(=O)(=O)N1CCc2sccc2C1)c1ccoc1	-7
63	O=C(CCc1cccc(Cl)c1)NC1CCCN(CCc2ccccc2)C1 (configuration not stated)	2
64	Cc1cc(C)c(NC(=O)CN2CCN(CC(=O)NC3CC3)CC2)c(Cl)c1	0
65	O=c1c2cnc3nc(C(F)(F)F)nn3c2ccn1-c1cccc(Cl)c1	-7
66	CN(C(=O)Cn1nnnc1CN1CCOCC1)C1CCCc2ccccc21 (configuration not stated)	-7
67	O=C(c1cccc(OC2CCN(Cc3ccc(F)cc3Cl)CC2)c1)N1CCCC1	-4
68	Cn1c(C(=O)NCC2CCS(=O)(=O)C2)cc(Cl)c1Cl (configuration not stated)	-7
69	CCNC(=O)N1CCN(C(=O)Cc2cccc(Cl)c2)CC1	-4
70	O=C1CC(c2nc(COc3ccc(Cl)cc3Cl)no2)CCN1 (configuration not stated)	-16
71	C[C@@H]1[C@H]2C[C@@H](C[C@H]1NC(=O)C1CC=CCC1C(=O)N1CCN(c3ccccn3)CC1)C2(C)C (some centres not stated)	7
72	O=C(c1ccncc1)N1Cc2cnn(Cc3ccc(F)cc3)c2C1	-40
73	COCCN1C(=O)Cc2c1nc(N)c1c(N)nc(N3CCC(C)CC3)c(C#N)c21	-4
74	COc1ccc(CCN2CC(NC(=O)Cn3cccn3)CC2=O)cc1 (configuration not stated)	-5
75	COc1cccc(-c2cc(CC(=O)O)no2)c1	1
76	CC(=O)O[C@H]1CC2CCC3C(CC[C@@]4(C)C3C[C@H]([N+]3(C)CCCCC3)[C@@H]4OC(C)=O)[C@@]2(C)C[C@@H]1N1CCCCC1 (some centres not stated)	-4
77	CNS(=O)(=O)c1ccc(CCC(=O)OC2CCCCC2=O)cc1 (configuration not stated)	-3
78	Nc1c(NC(=O)N2CCN(C3CCCC3)CC2)c(-c2ccc(Cl)cc2)nn1-c1ccccc1	-4
79	COc1ccc2[nH]c(C(=O)NCCc3ccccn3)c(C)c2c1	-17
80	COc1ccc(C2(C(=O)N(Cc3ccccn3)CC3CCCO3)CC2)cc1 (configuration not stated)	-24
81	NS(=O)(=O)c1ccc(CNC2CCC3(CCNCC3)CC2)cc1	-11
82	N#CC1(NC(=O)c2ccc3c(c2)CCCC3)CCOCC1	-8
83	CC(c1ccccc1)N(C)C(=O)c1ccc(NC(=O)C2CC2)s1 (configuration not stated)	-1&0
84	C1=C(N2CCCC2)CCCC1=NNc1ccccc1	-32
85	COc1cc(C(=O)OC2CCCCC2=O)cc(OC)c1C (configuration not stated)	-2
86	CNS(=O)(=O)c1ccc(C(=O)N2CCCCC2c2ccc(C)cc2)o1 (configuration not stated)	13
87	O=C(NCC1CCCO1)C1CC(=O)N(C2CCCC2)C1 (configuration not stated)	-1
88	Cc1cc(CC(=O)N2C[C@H]3OC(=O)N(Cc4ccccn4)[C@H]3C2)on1	-19
89	O=C(c1ccc(CCl)cc1)N1CCCC1	-6
90	Cc1cc(C)cc(NCC(=O)Nc2ccccc2)c1	-4
91	O=C(NCc1ccccn1)c1cccc(OC2CCN(C(=O)c3cnsn3)CC2)c1	0
92	CN1C(=O)CON=C1c1ccc(F)cc1	3
93	CCC(CNC(=O)CN(C)C1CCCC1SC)c1ccccc1 (configuration not stated)	-23
94	Cc1ccc2nc(N3CCN(CC(=O)NC(C)C)CC3)cc(C)c2c1	4
95	O=C(NCCSC1CCCC1)Nc1c(F)cccc1F	-15
96	O=C(c1cc(-c2ccccc2)on1)N1CCCn2cncc2C1	-3
97	COCc1cc(CNC(=O)C(=O)N2CCc3ccccc32)[nH]n1	-6
98	COCCNc1nc(Oc2cccc(NC(C)=O)c2)c2sccc2n1	6
99	CC(=O)c1ccc(NC(=O)CSC(=S)N2CCCC2)cc1	2
100	COc1ccc(N2C(=O)CC(N3CCC(c4ccc(O)cc4)CC3)C2=O)cc1Cl (configuration not stated)	2

The listing continues:
item	compound	mcGAS RapidFire
101	CCC1C(=O)NCCN1C(=O)NCC1(c2ccc3c(c2)OCO3)CC1 (configuration not stated)	0
102	Cc1cccc(Oc2ncnc3ccc(N)cc23)c1	-5
103	CNC(CN1CCCCC1)c1ccccc1 (configuration not stated)	-6
104	CCN(CC)CCn1c(=N)n(CC(=O)OC)c2ccccc21	-2
105	Cn1cnc2c1c(=O)n(CCCSc1nnc(-c3ccco3)o1)c(=O)n2C	-13
106	O=C(c1ccccc1OC1CCN(Cc2ccc(Cl)s2)CC1)N1CCCCC1	1
107	CSCCC(=O)Nc1nccs1	-8
108	CCN1CCCCC1C(=O)NC1CCN(c2cccc(C)n2)CC1 (configuration not stated)	-7
109	NC(=O)c1oc2ccccc2c1NC(=O)c1coc2ccccc2c1=O	-5
110	Cc1ncsc1C(=O)N1CCOC(CCCC(C)C)C1 (configuration not stated)	-4
111	C[C@@H]1CC[C@@]23CCC4(C)[C@@](C=CC5[C@@]6(C)CCC(=O)C(C)(C)C6CC[C@]54C)(OC2=O)C3[C@H]1C (some centres not stated)	-3
112	CCCNC(=O)CSc1ncnc2c1nnn2C	-3
113	CC(=O)c1c(C)[nH]c(C(=O)OCC(=O)c2cc(C)n(CC(F)(F)F)c2C)c1C	-5
114	CC(=O)N1CCn2nc(C(=O)N3CCCC3c3ccccc3C)cc2C1 (configuration not stated)	2
115	CC(=O)NCCNC(=O)c1nnc2n1CCN(Cc1ccc(Cl)c(F)c1)C2	-13
116	CNC(=O)NC(=O)COC(=O)C1CCC(C(C)(C)C)CC1 (configuration not stated)	-2
117	CCCN1CCCc2cc(CCNS(=O)(=O)c3cccc(F)c3)ccc21	12
118	Cc1ccc(C(=O)N2CCN(C(=O)Nc3ccc(C)c(Cl)c3)CC2)cn1	-2
119	Cc1cccn2c(CNC(C)Cn3cncn3)cnc12 (configuration not stated)	-13
120	CCC(=O)NC1CCc2cccc(OC)c2C1 (configuration not stated)	4
121	C[N+](C)(C)CCCCCCCCCC[N+](C)(C)C	-4&-3
122	CC(C)CCc1noc(CS(=O)CC(=O)Nc2ccccc2)n1 (configuration not stated)	1
123	Cc1cccc(C(=O)NCCn2nc(-c3cccnc3)ccc2=O)c1	-1
124	Cc1c(S(=O)(=O)CCNC(=O)NC2CCCCC2)c2ccccc2n1C	-14
125	CC(C)Cc1nc2sc3c(NCCO)ncnc3c2c2c1COC(C)(C)C2	-13
126	NC(=O)c1nnn(-c2ccccc2C(F)(F)F)c1N	-3
127	CC1CCCCN1Cc1csc2c1CCCC2 (configuration not stated)	-7
128	CCNC(=S)N1CCn2cccc2C1c1cccc([N+](=O)[O-])c1 (configuration not stated)	-32
129	Cc1oc(C(C)C)cc1C(=O)N(C)Cc1ncc[nH]1	-24
130	CC(=O)N1N=C(c2ccc(C(C)(C)C)cc2)OC1C(=O)NCC(C)(C)CN(C)C (configuration not stated)	-12
131	COCCN1CCC(CN2CCCC3(CCN(C(=O)N(C)C)C3)C2)CC1 (configuration not stated)	-8

Looked up by compound from the list above (five):
item	compound	mcGAS RapidFire
122	CC(C)CCc1noc(CS(=O)CC(=O)Nc2ccccc2)n1 (configuration not stated)	1
124	Cc1c(S(=O)(=O)CCNC(=O)NC2CCCCC2)c2ccccc2n1C	-14
131	COCCN1CCC(CN2CCCC3(CCN(C(=O)N(C)C)C3)C2)CC1 (configuration not stated)	-8
129	Cc1oc(C(C)C)cc1C(=O)N(C)Cc1ncc[nH]1	-24
125	CC(C)Cc1nc2sc3c(NCCO)ncnc3c2c2c1COC(C)(C)C2	-13

An excerpt (hit frequency here may not be typical).
